Screens from PubChem.
PI5P4K alpha inh – inhibitors of human PI5P4K alpha; P48426; max response, %; PI5P4Kalpha enzyme, ADP-Glo luminescence, 60 min; active compounds read low; 1.2% of 330,000 active; active = max response of -50% or lower; inconclusive = between -30% and -50%; inactive = -30% or higher; note: value at the top dose of about 77 µM; % is set by controls: 0 for no effect and ±100 for the full control effect
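PI5P4Kalpha ADP-Glo assay; 5 microM ATP final; 60 min RT reaction; HEPES pH 7.4/EGTA/CHAPS, 5% DMSO; controls lacking substrate or enzyme; luminescent end-point.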
GLP1R ag – activates the human GLP-1 receptor; P43220; HEK293 GLP-1R CRE-luciferase, luminescence, 4-6 h; cells express a hypersensitive GLP-1R form; Potency, µM (top dose mostly 45.6 µM), for inactives: at the highest dose activation, usual class: activators; 0.007% of 380,000 active; AID 624172; note: potency is the fitted concentration of half-maximal effect; % of control where 0% means no effect
IL2 activator – activators of IL-2; AID 652025; IL-2 activation reporter assay, cell-based qHTS; stimulated with anti-CD3/CD4/CD28 beads; in transgenic mouse T cells; 0.065% of 360,000 active; activation, % (series mostly up to about 46 µM); in the data active = activation above about 50%; inconclusive = mostly about 30% to 49%; note: 0% is about no effect
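Readout: EGFP and DsRed signals by fluorescent plate cytometry. Unstimulated transgenic mouse T cells received compound 60 min before antibody-bead stimulation, then incubated 18 h at 37 degrees C.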
DRD3 agonist – agonists of human D3 dopamine receptor; P35462; D3R DiscoveRx beta-arrestin cells, luminescence, 90 min; max activation, %; 0.58% of 410,000 active; in the data active = max activation above about 30%; note: 0% is about no effect; mostly tested at two doses, the higher about 12 µM
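Cells at 1500/well, incubated overnight, then treated with pinned compounds (dopamine as control) for 90 min at 37 degrees C. DiscoveRx reagent added for 30 - 60 minutes at room temperature; luminescence read.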
WRN helicase inh – blocks human WRN helicase; Q14191; WRN helicase unwinding, fluorescent forked duplex, kinetic; Potency, µM (titrated, usually from 114 µM), inactives show at the highest dose activity change, negative = inhibition, most hits filed as inhibitors; 0.46% of 360,000 active; AID 651768; note: potency is the fitted concentration of half-maximal effect; % is set by controls: 0 for no effect and ±100 for the full control effect; nearly all actives have a fitted effect of over 55% in size
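Fluorescence dequenching readout, ex 525 nm/em 598 nm, kinetic mode: forked duplex DNA (100 nM final) with adjacent fluorophore and quencher unwound by WRN (20 nM final) with 2 mM ATP. Compound preincubation 15 min, room temperature.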
GLP1R cytotox – cytotoxicity in counter-screen for GLP-1R inverse agonists; AID 624418; HEK293 cAMP-luciferase reporter cells, luminescence, 24 h; 0.13% of 410,000 active; Potency, µM (titrated, usually from 38.3 µM), for the others: at the highest dose activity change, negative = inhibition, hits mostly inhibitors;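 note: loss of luciferase light is scored as toxicity; potency is the fitted concentration of half-maximal effect; % is set by controls: 0 for no effect and ±100 for the full control effect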
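Cells in DMEM/10% Nu serum/1% pen-strep, 1536-well format. Pre-incubated 12 h, dosed with 23 nL compound, incubated a further 24 h. Luciferase detection, 12 min at room temp, luminescence.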
GLP1R inv ag – GLP-1 receptor (human) inverse agonism | HEK293 GLP-1R CRE-luciferase, luminescence, 24 h; GLP-1R form is constitutively active | Potency, µM (titrated, usually from 38.3 µM), for the others: at the highest dose activity change, negative = inhibition, usual class: inhibitors | AID 624417 | 1.6% of 410,000 active; note: potency is the fitted concentration of half-maximal effect; % is set by controls: 0 for no effect and ±100 for the full control effect; nearly all actives have a fitted effect of over 55% in size
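Constitutively active GLP-1R drives a cAMP-responsive luciferase in stably transfected HEK293 cells; test compounds are added after overnight (12 h) attachment and left 24 hr, and signal loss in luminescence marks inhibition.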
DRD3 antagonist – blocks the human D3 dopamine receptor | P35462 | D3R cells, DiscoveRx beta-arrestin luminescence, antagonist mode; active compounds read low | max response, negative = inhibition, % | 2.5% of 360,000 active; in the data active = max response below about -50%; inconclusive = no clear call, values can overlap the other calls; note: % is set by controls: 0 for no effect and ±100 for the full control effect; mostly tested at two doses, the higher about 12 µM
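Cells plated overnight at 1500 cells/well, then exposed to library compounds with dopamine controls for 90 minutes at 37 degrees C. DiscoveRx reagent added for 30–60 minutes at room temperature; luminescence read, quantitative HTS format.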
PLK1 PBD inh – PLK1 (human) polo-box domain binding inhibition | Plk1 PBD binding of FITC phosphopeptide, fluorescence polarization | Potency, µM, for inactives: max response, negative = inhibition, actives largely listed as inhibitors | 2.8% of 360,000 active | AID 720504; note: potency is the fitted concentration of half-maximal effect; series mostly up to about 57 µM; % is set by controls: 0 for no effect and ±100 for the full control effect; nearly all actives have a fitted effect of over 65% in size
* = called active by the depositor; & = joins results of further samples; [ ] = another dose, or the depositor's remark. Unless noted, calls come from the whole dose curve; as a rule, active = well fitted curve in the direction sought with a large enough effect; inconclusive = small, poorly fitted or top-dose-only effect, or another doubt; inactive = no such curve, though single readings can be large; an effect the other way counts as inactive or inconclusive.

How did Cc1ccc(NS(=O)(=O)c2ccc(C)c(C(=O)N3CCOCC3)c2)cc1 do in these assays?
PI5P4K alpha inh: 3; GLP1R ag: 1%; IL2 activator: 0.6; DRD3 agonist: -1; WRN helicase inh: -1%; GLP1R cytotox: 17%; GLP1R inv ag: 2%; DRD3 antagonist: 11; PLK1 PBD inh: -2%

Results for O=C(c1ccccc1)c1ccc(OCC(O)CN2CCN(Cc3ccccc3)CC2)cc1 (stereo not given) ?
PI5P4K alpha inh: 1; GLP1R ag: 2%; IL2 activator: 0.2; DRD3 agonist: -5; WRN helicase inh: 4%; GLP1R cytotox: 4%; GLP1R inv ag: 0%; DRD3 antagonist: inconclusive; PLK1 PBD inh: -1%

Results for COCCCNC(=O)Cn1nc(-c2ccc(C)cc2)ccc1=O ?
GLP1R ag: 1%; IL2 activator: -1.9; DRD3 agonist: -2; WRN helicase inh: -2%; GLP1R cytotox: 11%; GLP1R inv ag: 9%; DRD3 antagonist: -10; PLK1 PBD inh: -6%

How did C/C(=N\Nc1cccc(Cl)c1)C1(C)N(O)C(C)(C)C(c2ccco2)=[N+]1[O-] (stereo not given) do in these assays?
PI5P4K alpha inh: 6; GLP1R ag: -2%; IL2 activator: 1.3; DRD3 agonist: 2; WRN helicase inh: -6%; GLP1R cytotox: -27%; GLP1R inv ag: inconclusive; DRD3 antagonist: 1; PLK1 PBD inh: 0%

What do the screens show for `CCCCC1=CC2=C(c3ccco3)C(=O)C(C)(OC(=O)c3ccc(OC)cc3)C(=O)C2=CN1C1CC1` (stereo not given)?
PI5P4K alpha inh: -17; GLP1R ag: 9%; IL2 activator: -0.3; DRD3 agonist: -8; WRN helicase inh: 14%; GLP1R cytotox: inconclusive; GLP1R inv ag: -9%; DRD3 antagonist: 2; PLK1 PBD inh: -12%

How did CC(C)(C)c1ccc(OCC(=O)N2CCCCCC2)c(Br)c1 do in these assays?
PI5P4K alpha inh: 1; GLP1R ag: 6%; IL2 activator: 2.0; DRD3 agonist: 2; WRN helicase inh: 2%; GLP1R cytotox: 2%; GLP1R inv ag: -1%; DRD3 antagonist: 1; PLK1 PBD inh: -9%

Results for O=C(C1=C[C@@H](c2ccc(Br)cc2)C[C@@H](OCCCCO)O1)N1CCN(Cc2ccccc2)CC1 ?
PI5P4K alpha inh: 0; GLP1R ag: 0%; IL2 activator: 0.4; DRD3 agonist: -33; WRN helicase inh: -8%; GLP1R cytotox: -28%; GLP1R inv ag: inconclusive; DRD3 antagonist: -7; PLK1 PBD inh: 4%

How did COC(=O)CCC(=O)Nc1ccc(S(=O)(=O)Nc2nc(C)cc(C)n2)cc1 do in these assays?
PI5P4K alpha inh: -2; GLP1R ag: 0%; IL2 activator: -1.3; DRD3 agonist: 4; WRN helicase inh: 3%; GLP1R cytotox: -21%; GLP1R inv ag: -5%; DRD3 antagonist: 14; PLK1 PBD inh: 1%

What do the screens show for `O=C(NCc1ccc2c(c1)OCO2)c1cccnc1`?
PI5P4K alpha inh: 3; GLP1R ag: -13%; IL2 activator: 0.6; DRD3 agonist: 2; WRN helicase inh: -8%; GLP1R cytotox: 0%; GLP1R inv ag: 7%; DRD3 antagonist: -8; PLK1 PBD inh: -15%

Results for Cn1c(SCC(=O)Nc2cccc(F)c2)nc2c([nH]c3ccccc32)c1=O ?
PI5P4K alpha inh: -1; GLP1R ag: 0%; IL2 activator: -1.0; DRD3 agonist: -10; WRN helicase inh: 1%; GLP1R cytotox: 3%; GLP1R inv ag: 5%; DRD3 antagonist: -5; PLK1 PBD inh: 3%

Results for C/C(=C\c1ccccc1)CN1CCN(c2ccccc2)CC1 ?
GLP1R ag: -4%; IL2 activator: -2.0; DRD3 agonist: -27; WRN helicase inh: 5%; GLP1R cytotox: 2%; GLP1R inv ag: -11%; DRD3 antagonist: -109*; PLK1 PBD inh: -8%

What do the screens show for `N#C/C(=C\c1ccc(O)cc1)C(=O)N1CCCC1`?
PI5P4K alpha inh: -6; GLP1R ag: -5%; IL2 activator: 2.5; DRD3 agonist: -7; WRN helicase inh: -4%; GLP1R cytotox: -19%; GLP1R inv ag: 1%; DRD3 antagonist: -6; PLK1 PBD inh: -8%

Results for Cn1c(Cc2cccs2)nnc1SCC(=O)Nc1ccccc1F ?
PI5P4K alpha inh: 3; GLP1R ag: -11%; IL2 activator: -1.0; DRD3 agonist: 5; WRN helicase inh: 6%; GLP1R cytotox: -3%; GLP1R inv ag: 6%; DRD3 antagonist: 17; PLK1 PBD inh: -5%

What do the screens show for `O=C(COC(=O)C12CC3CC(CC(C3)C1)C2)Nc1nc2c(F)c(F)c(F)cc2s1`?
PI5P4K alpha inh: 5; GLP1R ag: -14%; IL2 activator: 3.5; DRD3 agonist: 9; WRN helicase inh: -21%[57.1 µM]; GLP1R cytotox: -31%; GLP1R inv ag: inconclusive; DRD3 antagonist: 5; PLK1 PBD inh: -4%

Results for CCN(CC(=O)Nc1c(F)cccc1F)C(=O)C1CCCN(C(=O)c2ccc(Cl)cc2)C1 (stereo not given) ?
PI5P4K alpha inh: -3; GLP1R ag: -1%; IL2 activator: 0.5; DRD3 agonist: -6; WRN helicase inh: -12%; GLP1R cytotox: -1%; GLP1R inv ag: 0%; DRD3 antagonist: -2; PLK1 PBD inh: -5%

How did COC(=O)[C@]12CCCCC=C1N(Cc1ccccc1)C(=O)[C@H](CC(=O)NCCC(C)C)C2 do in these assays?
PI5P4K alpha inh: -1; GLP1R ag: 0%; IL2 activator: 0.5; DRD3 agonist: -2; WRN helicase inh: -9%; GLP1R cytotox: 3%; GLP1R inv ag: inconclusive; DRD3 antagonist: -18; PLK1 PBD inh: -9%

What do the screens show for `COc1ccc(NC(=O)c2nc[nH]c2C(=O)N2CCC(C)CC2)cc1`?
PI5P4K alpha inh: 4; GLP1R ag: -5%; IL2 activator: -0.5; DRD3 agonist: 3; WRN helicase inh: 8%; GLP1R cytotox: 1%; GLP1R inv ag: 2%; DRD3 antagonist: -7; PLK1 PBD inh: -8%

Results for CNc1nc(OCC(F)(F)F)nc(OCC(F)(F)F)n1 ?
PI5P4K alpha inh: 2; GLP1R ag: 12%; IL2 activator: 0.5; DRD3 agonist: -5; WRN helicase inh: 1%; GLP1R cytotox: 21%; GLP1R inv ag: 7%; DRD3 antagonist: -4; PLK1 PBD inh: 2%

Results for COc1ccc([N+](=O)[O-])cc1NC(=O)CC1SC(=Nc2cccc(C)c2C)N(/N=C/c2cccc(OC)c2OC)C1=O (stereo not given) ?
PI5P4K alpha inh: -1&-6; GLP1R ag: 8%&4%; IL2 activator: -0.3&1.3; DRD3 agonist: -5&2; WRN helicase inh: 1%&-10%; GLP1R cytotox: 5%&-3%; GLP1R inv ag: -29%&-7%; DRD3 antagonist: 1&-3; PLK1 PBD inh: -15%&2%

How did COc1cc(NC(=O)CC[C@H]2O[C@@H](n3cnc4c(NC(=O)c5ccccc5)ncnc43)[C@H](O)[C@@H]2O)cc(OC)c1OC do in these assays?
PI5P4K alpha inh: -11; GLP1R ag: -6%; IL2 activator: 0.1; DRD3 agonist: -10; WRN helicase inh: 4%; GLP1R cytotox: 2%; GLP1R inv ag: 21%; DRD3 antagonist: -52*; PLK1 PBD inh: 0%

Quoted at random: 2 entries already listed
How did COc1cc(NC(=O)CC[C@H]2O[C@@H](n3cnc4c(NC(=O)c5ccccc5)ncnc43)[C@H](O)[C@@H]2O)cc(OC)c1OC do in these assays?
PI5P4K alpha inh: -11; GLP1R ag: -6%; IL2 activator: 0.1; DRD3 agonist: -10; WRN helicase inh: 4%; GLP1R cytotox: 2%; GLP1R inv ag: 21%; DRD3 antagonist: -52*; PLK1 PBD inh: 0%

How did CC(C)(C)c1ccc(OCC(=O)N2CCCCCC2)c(Br)c1 do in these assays?
PI5P4K alpha inh: 1; GLP1R ag: 6%; IL2 activator: 2.0; DRD3 agonist: 2; WRN helicase inh: 2%; GLP1R cytotox: 2%; GLP1R inv ag: -1%; DRD3 antagonist: 1; PLK1 PBD inh: -9%

Following part
What do the screens show for `COCCN=C1Sc2nc3c(C)cccc3cc2CN1Cc1ccco1`?
PI5P4K alpha inh: -28; GLP1R ag: 3%; IL2 activator: 1.6; DRD3 agonist: -9; WRN helicase inh: -15%; GLP1R cytotox: -3%; GLP1R inv ag: 8.9µM*; DRD3 antagonist: -25; PLK1 PBD inh: inconclusive

What do the screens show for `C=CCn1c(NCCO)nc2sc3c(c2c1=O)CCC3`?
PI5P4K alpha inh: 1; GLP1R ag: 3%; IL2 activator: -1.1; DRD3 agonist: -4; WRN helicase inh: 2%; GLP1R cytotox: 5%; GLP1R inv ag: -13%; DRD3 antagonist: 3; PLK1 PBD inh: -2%

Results for CCN1/C(=C2\C(=O)N(C)C(=S)N2C)C=Cc2cc(C)ccc21 ?
PI5P4K alpha inh: -25; GLP1R ag: 1%; IL2 activator: 1.4; DRD3 agonist: -5; WRN helicase inh: -13%; GLP1R cytotox: inconclusive; GLP1R inv ag: 14%; DRD3 antagonist: inconclusive; PLK1 PBD inh: -6%

Results for CC(C)C(=O)N1CCN(c2ccc(NC(=O)c3ccc([N+](=O)[O-])o3)cc2Cl)CC1 ?
PI5P4K alpha inh: -11; GLP1R ag: 7%; IL2 activator: -5.7; DRD3 agonist: -10; WRN helicase inh: -3%; GLP1R cytotox: inconclusive; GLP1R inv ag: 119%[activator]; DRD3 antagonist: inconclusive; PLK1 PBD inh: -11%

How did COc1ccc2c(c1)c(=O)c(C(=O)c1ccccc1)cn2Cc1ccc(C)cc1 do in these assays?
PI5P4K alpha inh: 0; GLP1R ag: 6%; IL2 activator: -5.2; DRD3 agonist: 0; WRN helicase inh: -3%; GLP1R cytotox: inconclusive; GLP1R inv ag: inconclusive; DRD3 antagonist: 21; PLK1 PBD inh: -4%

How did COC(CNC(=O)c1ccc2c(c1)ncn2-c1ccc(F)c(F)c1)OC do in these assays?
PI5P4K alpha inh: -22; GLP1R ag: 2%; IL2 activator: 0.7; DRD3 agonist: -10; WRN helicase inh: -19%; GLP1R cytotox: 24%; GLP1R inv ag: -7%; DRD3 antagonist: 24; PLK1 PBD inh: -5%

How did Cc1ccc(C(=O)Nc2cccc(C(=O)N/N=C/c3ccc(F)cc3)c2)cc1 do in these assays?
PI5P4K alpha inh: -8; GLP1R ag: 16%; IL2 activator: -0.6; DRD3 agonist: -9; WRN helicase inh: 4%; GLP1R cytotox: -10%; GLP1R inv ag: 10%; DRD3 antagonist: -2; PLK1 PBD inh: -6%
